Bioassay records deposited in PubChem by The Scripps Research Institute Molecular Screening Center.
UHRF1 binding – UHRF1 methylated DNA binding inhibitors, primary screen, counter-screen for MBD2 inhibitor project, biochemical, TR-FRET, human UHRF1, single concentration | UHRF1 binding to methylated oligo | 0.75% of 370,000 active | inhibition, % at 4.4 µM | E3 ubiquitin-protein ligase UHRF1 (Homo sapiens), Q96T88; in the data active = inhibition above about 21%;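 note: UHRF1 SRA domain binding a hemimethylated CpG hairpin DNA probe; 0% = median of test compound wells and 100% = reference inhibitor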
PRMT1 inh – PRMT1 methyltransferase inhibitors, primary screen, biochemical, fluorescence polarization; recombinant PRMT1, activity-based probe fluorescence polarization; inhibition, % at 2.79 µM; 1.3% of 370,000 active; AID 652257, 2013;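 active = inhibition above about 21% made by adding two undisclosed values, limit read from the data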
Target sequence (Q99873 whole entry, looked up): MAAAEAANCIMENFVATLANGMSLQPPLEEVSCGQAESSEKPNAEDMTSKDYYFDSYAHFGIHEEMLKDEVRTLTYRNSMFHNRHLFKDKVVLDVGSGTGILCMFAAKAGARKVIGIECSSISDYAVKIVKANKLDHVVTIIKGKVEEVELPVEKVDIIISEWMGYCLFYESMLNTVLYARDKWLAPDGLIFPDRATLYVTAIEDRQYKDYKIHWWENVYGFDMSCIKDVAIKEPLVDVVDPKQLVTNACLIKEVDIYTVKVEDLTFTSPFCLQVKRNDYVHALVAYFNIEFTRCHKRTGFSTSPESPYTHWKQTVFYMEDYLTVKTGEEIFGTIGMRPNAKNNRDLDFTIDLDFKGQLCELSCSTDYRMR
TDP2 absorb – human TDP2 enzyme inhibitors, primary screen, biochemical, epi absorbance, recombinant enzyme; Tyrosyl-DNA phosphodiesterase 2 (Homo sapiens), O95551; 0.34% of 370,000 active; T5PNP hydrolysis, p-nitrophenol absorbance 415 nm; AID 720702, 2013; inhibition, % at 12.8 µM;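 active = inhibition above the mean of all tested compounds plus 3 SD, set per campaign, cut at about 25% in these data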;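 note: 0% = DMSO with enzyme and 100% = buffer with substrate but no TDP2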
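Material: recombinant human TDP2; quantity: TDP2 enzyme at 120 nM final; medium: Tris-HCl pH 7.5 with MgCl2; compound: single concentration, 12.8 µM nominal, with 1% DMSO; incubation: 2 h enzyme incubation at 37 °C; signal: epi absorbance; measure: percent inhibition; benchmarks: high control without enzyme, low control DMSO plus TDP2; repeats: singlicate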
MBD2 inh – inhibitors of MBD2 binding to methylated DNA, primary screen, biochemical, TR-FRET, DNA-binding domain, human; MBD2 binding to methylated oligonucleotide; Methyl-CpG-binding domain protein 2 (Homo sapiens), Q9UBB5; inhibition, % at 4.4 µM; 0.31% of 370,000 active; in the data active = inhibition above about 13%
DDE Tn6 FP inh – inhibitors of Tn6 peptide binding to fibrin DD(E), primary screen, biochemical, fluorescence polarization, human fibrin, Tn6 probe; 0.21% of 370,000 active; AID 720509, 2013; inhibition, % at 8.3 µM; Fibrin DD(E) TRITC-Tn6 fluorescence polarization displacement;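 active = inhibition above a per-campaign cutoff: mean of compounds within control limits plus 3 SD, cut at about 15% in these data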;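 note: 0% = median of all compound wells on the plate and 100% = blocking peptide control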
Target sequence (P02675 whole entry, looked up): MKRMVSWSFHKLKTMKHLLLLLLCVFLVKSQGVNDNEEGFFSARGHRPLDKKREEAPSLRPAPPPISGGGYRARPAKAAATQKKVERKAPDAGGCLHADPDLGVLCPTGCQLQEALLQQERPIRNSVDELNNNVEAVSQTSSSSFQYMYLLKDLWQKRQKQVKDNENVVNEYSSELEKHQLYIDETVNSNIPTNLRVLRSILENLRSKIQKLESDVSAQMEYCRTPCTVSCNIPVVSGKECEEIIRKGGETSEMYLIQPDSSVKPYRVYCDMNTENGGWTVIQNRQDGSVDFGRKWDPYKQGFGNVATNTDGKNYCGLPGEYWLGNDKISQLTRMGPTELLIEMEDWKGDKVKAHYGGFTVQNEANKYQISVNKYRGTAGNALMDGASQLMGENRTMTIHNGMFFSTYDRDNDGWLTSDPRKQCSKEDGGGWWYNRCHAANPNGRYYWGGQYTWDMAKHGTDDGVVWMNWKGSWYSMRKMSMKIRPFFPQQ
KLK7 zymogen act – proKLK7 zymogen activators, primary screen, biochemical, fluorescence intensity; Kallikrein-7 (Homo sapiens), P49862; AID 652039, 2013; purified proKLK7, EDANS-DABCYL substrate fluorescence; 100% is mature enzyme control, 0% vehicle; 0.9% of 370,000 active; activation, % at 7 µM;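 active = activation above the mean of all tested compounds plus 3 SD, computed per campaign excluding outliers beyond control limits, cut at about 13% in these data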
Target sequence (P49862 whole entry, looked up): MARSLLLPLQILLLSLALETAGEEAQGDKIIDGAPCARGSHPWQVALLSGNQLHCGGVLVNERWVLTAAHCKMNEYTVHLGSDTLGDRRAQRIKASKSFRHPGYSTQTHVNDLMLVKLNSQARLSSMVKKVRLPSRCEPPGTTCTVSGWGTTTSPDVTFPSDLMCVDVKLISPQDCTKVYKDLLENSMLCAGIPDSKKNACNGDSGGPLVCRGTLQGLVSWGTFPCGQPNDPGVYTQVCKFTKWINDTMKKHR
Tn7 DDE FP – inhibitors of Tn7 peptide binding to fibrin DD(E), primary screen, biochemical, fluorescence polarization, human fibrin, Tn7 probe. FP displacement of FITC-Tn7 peptide from fibrin DD(E); 0% = median of compound wells per plate. AID 720508, 2013. inhibition, % at 8.3 µM. 0.13% of 370,000 active;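 active = inhibition above the mean of compounds falling within the control limits plus 3 SD of them, cut at about 14% in these data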;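 note: 0% = plate median of compound wells and 100% = 10 µM Aha-Tn7 peptide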
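Also added: labelled Tn7 tracer, 0.1 µM; Assay system: human fibrin DD(E) protein; Amount: 2 µM fibrin DD(E); Schedule: 10 min compound pre-incubation, 3 h probe incubation at room temperature; Repeats: one replicate per compound; Read-out basis: percent inhibition; Measured by: fluorescence polarization of the labelled Tn7 tracer.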
SIAE primary – human SIAE inhibitors, primary screen, biochemical, fluorescence polarization, FP-Rh probe, 1536-well HTS; Sialate O-acetylesterase (Homo sapiens), Q9HAT2; 0.69% of 370,000 active; inhibition, % at 9.66 µM; SIAE FP-Rh probe binding;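 active = inhibition above a cutoff: mean of compounds within the control limits plus 3 SD of those, cut at about 17% in these data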;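 note: 0% = plate median of compound wells and 100% = probe without SIAE protein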
TCR-CD3 inh – inhibitors of human TCR-CD3 interaction, primary screen, biochemical, fluorescence, TAMRA-labeled TCR probe. T-cell receptor (TCR). inhibition, % at 9.4 µM. 0.37% of 360,000 active. AID 651800, 2012; in the data active = inhibition above about 19%;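 note: recombinant mutant TCR 2C K166C tagged with TAMRA read by polarization; 0% = receptor in buffer alone and 100% = receptor with positive control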
LEDGF integ inh – blockers of LEDGF/p75-dependent integrase strand transfer – biochemical, TR-FRET, high throughput, primary screen | AID 743269, 2014 | inhibition, % at 3.7 µM | 0.64% of 370,000 active | TR-FRET IN-LEDGF/p75 DNA integration, Eu/Cy5 | HIV-1 integrase (with human LEDGF/p75);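 active = inhibition above the screen-wide mean plus 3 SD, cut at about 13% in these data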;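 note: signal is the Cy5 over europium emission ratio at 671 and 618 nm; 0% = plate median of compound wells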
Starred values were filed as active, the others as inactive; & = joins results of further samples.

SMILES	UHRF1 binding	PRMT1 inh	TDP2 absorb	MBD2 inh	DDE Tn6 FP inh	KLK7 zymogen act	Tn7 DDE FP	SIAE primary	TCR-CD3 inh	LEDGF integ inh
O=C(/C=C/c1ccc[nH]1)c1ccc(F)cc1	-0.9	0.8	-0.4	0.5	7.4	0.3	7.7	2.9	4.7	-4.1
Cc1cc(NC(=O)c2ccccc2)ncc1NC(=O)c1cccs1	0.3	0.1	12.7	-4.4	-0.7	-0.3	0.7	5.8	7.3	1.4
Cc1ccc(CC(SCc2ccccc2)C(=O)O)cc1C (stereo not given)	1.5	1.2	-5.0	1.5	-2.5	-0.1	-0.7	6.0	-9.0	-1.2
COc1cccc(NC(=O)c2cc(-c3ccccn3)nc3ccccc23)c1	-1.3	-0.9	6.2	-3.5	-11.4	-0.5	-5.3	-14.0	0.1	5.0
Cc1cccc(-c2nsc(SCC(=O)c3ccc(Cl)cc3)n2)c1	0.2	0.9	6.1	-2.5	-1.9	0.3	-3.4	-5.6	6.2	0.3
CCN1CCN(CC(O)COc2ccc(C)c(C)c2)CC1 (stereo not given)	-1.7&5.2	0.5&4.5	3.6&0.3	3.0&5.0	7.4&-2.1	0.2&0.0	-3.2&0.9	0.1&14.6	-4.1&-8.5	-3.0&2.6
CC(=O)Nc1ccccc1/C=C/c1ccc2c(C)ccc(O)c2n1	-4.1	1.4	1.0	-7.6	-3.3	0.2	-6.4	3.4	5.6	-2.6
COc1ccccc1C(=O)C1Nc2ccccc2-c2nnc(SC)nc2O1 (stereo not given)	-9.6	1.8	6.9	-2.7	-5.5	0.1	-2.4	11.6	5.0	3.3
Cc1ccc(C(=O)NC(=S)Nc2c(C)ccc3nsnc23)cc1	3.2	3.3	-3.0	5.0	1.1	-0.7	1.1	-7.8	-4.8	1.0
N/C(=N\OC(=O)c1ccco1)c1cccc([N+](=O)[O-])c1	-3.1	-1.6	10.3	-4.0	-6.0	-0.8	-5.5	13.5	3.5	0.4
O=C(C(c1ccccc1)c1ccccc1)N1CCN(Cc2ccncc2)CC1	0.6	2.1	4.5	-2.4	1.8	-0.3	8.1	2.6	-1.5	0.2
CS(=O)(=O)Nc1ccc(C2=NN(C(=O)c3ccco3)C(c3ccccc3F)C2)cc1 (stereo not given)	1.4	-1.7	-1.3	5.6	-5.6	-1.1	-6.6	-5.6	5.4	2.9
CC(C)Cn1c(SCC(=O)N2CCc3ccccc3C2)nc(O)cc1=O	-0.7	10.8	-0.2	-4.3	3.7	0.1	-1.7	3.6	-1.5	-0.2
COc1cc(/C=C2\SC(N)=NC2=O)cc(Br)c1O	-22.3	-6.0	-6.1	-11.9	1.6	0.2	-8.1	-6.4	-4.5	-4.2
FC(F)(F)c1ccccc1Cc1c(-c2cccc(Cl)c2)nc2ccc(Cl)cn12	-0.3	-4.4	-5.7	-6.8	-0.2	0.6	-2.3	-5.3	4.1	-6.5

An excerpt from above in order of formula weight, smallest number first.
SMILES	UHRF1 binding	PRMT1 inh	TDP2 absorb	MBD2 inh	DDE Tn6 FP inh	KLK7 zymogen act	Tn7 DDE FP	SIAE primary	TCR-CD3 inh	LEDGF integ inh
N/C(=N\OC(=O)c1ccco1)c1cccc([N+](=O)[O-])c1	-3.1	-1.6	10.3	-4.0	-6.0	-0.8	-5.5	13.5	3.5	0.4
Cc1ccc(CC(SCc2ccccc2)C(=O)O)cc1C (stereo not given)	1.5	1.2	-5.0	1.5	-2.5	-0.1	-0.7	6.0	-9.0	-1.2
Cc1cc(NC(=O)c2ccccc2)ncc1NC(=O)c1cccs1	0.3	0.1	12.7	-4.4	-0.7	-0.3	0.7	5.8	7.3	1.4
Cc1cccc(-c2nsc(SCC(=O)c3ccc(Cl)cc3)n2)c1	0.2	0.9	6.1	-2.5	-1.9	0.3	-3.4	-5.6	6.2	0.3

New compounds follow.
SMILES	UHRF1 binding	PRMT1 inh	TDP2 absorb	MBD2 inh	DDE Tn6 FP inh	KLK7 zymogen act	Tn7 DDE FP	SIAE primary	TCR-CD3 inh	LEDGF integ inh
CN(C)CCCNc1cc(-c2ccccc2)nc2cc(-c3cccc(F)c3)nn12	-3.0	10.7	-1.5	4.8	-6.8	-1.1	5.5	-10.8	-6.1	-3.4
CN1CCN(C(=O)c2ccc(-c3ccc(Br)cc3)o2)CC1	-4.6	5.6	-2.1	-2.8	4.0	-0.4	3.0	9.7	-3.6	-3.5
CCOC(=O)c1ccc(Nc2ccc(-c3ccc(OC)c(OC)c3)nn2)cc1	-4.7	-1.6	-2.0	-5.4	-1.7	0.4	2.6	-1.9	-6.8	1.0
O=C(/C=C/c1ccccc1)NNC(=O)c1cccnc1	-4.6	-1.5	8.1	-2.2	11.7	-0.4	1.0	-1.1	6.0	1.4
S=C1NC(c2ccccc2)=NCN1c1ccc(Cl)cc1	20.6	-0.9	17.5	2.8	13.8	-0.3	3.5	-1.2	5.3	7.3
COc1cccc(C(=O)NCCNC(=O)c2ccccn2)c1	0.6	-4.9	11.4	6.1	-1.7	0.2	-10.6	0.3	-1.0	3.5
CC/C(=N\NC(=O)c1cccnc1)c1ccc2c(c1)OCCO2	1.6	-0.3	-1.0	4.0	-0.3	0.2	-0.2	5.4	-0.5	0.9
COc1ccc(Cl)cc1S(=O)(=O)Nc1ncn[nH]1	0.0	-0.9	12.3	3.2	-8.9	-0.1	-6.4	7.9	9.1	1.1
Cc1ccc(SCC(=O)Nc2ncc(C)s2)cc1	-1.7	-0.6	1.1	0.4	-4.5	-0.5	4.9	0.6	6.2	-2.5
N#C/C(=C/c1cn(CC(=O)O)c2ccccc12)c1ccc(F)cc1	-0.7	0.3	10.3	-1.0	-4.1	-0.7	5.2	-1.7	-1.9	-2.8
O=C(CN(C(=O)c1csnn1)c1cccc(Cl)c1)NC1CCCC1	-1.4	3.9	2.7	3.6	-2.8	-0.2	-2.3	6.9	2.7	27.8*
CCN(CC)S(=O)(=O)c1ccc(NC2c3ccccc3C(=O)N2Cc2ccco2)cc1 (stereo not given)	7.9	17.6	-3.9	1.1	-4.6	0.0	-1.4	-4.6	-10.3	-4.1
COc1ccc(N2C(=O)c3ccccc3NC23C(=O)N(C)c2ccccc23)cc1 (stereo not given)	-1.1	-0.2	8.3	1.7	4.2	-0.1	4.5	3.6	4.3	-2.0
Cc1cc(-n2cnnn2)ccc1C(C)C	-0.3	2.0	-11.5	-4.7	0.0	0.2	1.0	8.9	-5.7	-1.3
O=C(/C=C/c1ccoc1)c1ccccc1O	4.7	2.2	-4.4	-1.0	8.4	-1.2	-2.2	-2.3	-3.9	0.3
CC1CCCCC1NC(=O)COC(=O)c1c2c(nc3ccccc13)/C(=C/c1ccco1)CC2 (stereo not given)	6.8	15.9	6.4	6.7	-0.3	-0.3	-2.6	17.0	9.9	12.5
O=C(COC(=O)c1cncc(Br)c1)Nc1ccc2c(c1)OCO2	6.4	0.9	0.4	0.8	1.7	0.1	7.8	-2.8	9.8	0.2
CCN1CCN(c2ccc(S(=O)(=O)N3CCCCC3)cc2NC(=O)c2cccc(NC(C)=O)c2)CC1	-1.3	-1.1	1.1	-2.1	2.5	0.4	-2.1	0.0	9.2	-0.9
O=C(Cc1ccc2ccccc2c1)NC(Cc1ccccc1)C(=O)O (stereo not given)	-3.9	4.6	6.8	-7.2	-3.5	-0.2	-2.9	0.6	0.2	-0.8
COc1ccc(CNC(=O)c2cc3c(s2)CN(Cc2ccccc2)C3)cc1	-0.2	0.9	5.4	1.4	-8.0	0.4	-2.0	5.3	8.7	3.2
CCCN(Cc1ccc(C)cc1)C(=O)c1ccc(CNS(=O)(=O)c2ccc(C(C)=O)cc2)cc1	5.3	2.1	9.9	-1.1	7.8	0.0	8.1	-3.2	-4.1	-4.0
CCCCN(CCCC)C(=O)c1ccccc1NC(=O)CN1C(=O)c2ccccc2C1=O	0.4	4.7	-6.8	1.3	-0.5	1.2	-3.9	0.5	-2.0	1.6
O=C(CSCc1cc(=O)n2nc(C3CC3)sc2n1)Nc1ccc(F)cc1	-1.6	-5.2	12.9	0.4	5.4	-0.7	-3.0	6.8	3.3	2.0
O=C(C[n+]1cc(-c2ccccc2)n2c1CCC2)Nc1nc(-c2ccccc2)cs1	-1.4	0.5	1.4	-1.5	7.4	0.3	-5.3	4.4	2.6	-1.1
Cc1cccc(CN(C)CCc2ccccn2)c1	-1.6	-0.8	0.0	-0.8	4.7	-0.1	-0.7	2.5	7.5	-2.3
CCC(=O)c1ccc(Oc2nc3c(c(=O)n(C)c(=O)n3C)n2CC)cc1	-0.7	1.6	1.3	-2.8	-0.2	0.4	-2.8	3.4	11.7	3.0
CC1CN(C(=O)c2cc(S(=O)(=O)N3CCCCC3)ccc2Cl)CC(C)O1 (stereo not given)	2.0	-1.1	-10.8	2.9	-4.2	0.5	-4.8	2.5	-3.7	-6.8
CN(C)CCN(C)Cc1c2ccccc2c(CN(C)CCN(C)C)c2ccccc12	-4.5	30.9*	-7.5	-4.2	-7.4	-0.6	5.9	0.6	-1.4	-3.9
CCN(CC)CCNC(=O)CCn1c(=S)[nH]c2cc3c(cc2c1=O)OCO3	-2.4	-2.4	-4.0	0.6	1.1	-0.3	-1.9	-7.1	0.1	-4.1
CS(=O)(=O)NN1C(=O)c2ccccc2NC1c1ccccc1F (stereo not given)	5.8	2.1	-0.2	-0.1	-1.9	35.2*	2.2	1.2	1.8	-3.3
COc1ccc(C(=O)C(C)OC(=O)C2CC3CCCC(C2)C3=O)cc1 (stereo not given)	-1.6	-0.8	0.7	-3.7	4.9	0.2	0.6	0.9	-0.6	-1.3
CCOC(=O)C(C(=O)OCC)C(C#N)c1ccccc1 (stereo not given)	1.6	-0.7	0.9	2.5	1.7	0.3	1.2	-1.3	7.4	0.1
O=C(CCCN1C(=O)c2ccccc2C1=O)Nc1c2c(nc3c1CCC3)CCC2	-0.6	0.8	-12.6	-1.9	-5.1	0.5	10.2	-4.3	6.7	-2.6
COc1ccc(C(=O)N2N=C(c3cccc(NS(C)(=O)=O)c3)CC2c2cccs2)cc1 (stereo not given)	-2.1	-3.1	16.7	-7.2	8.5	1.1	7.7	-5.5	4.4	-0.8
O=C(Nc1cccc(S(=O)(=O)NC2=NCCC2)c1)c1cc(-c2ccccn2)nc2ccccc12	2.9	-0.1	-5.3	-0.7	2.2	0.5	-0.8	-19.9	-2.2	1.0
